# TRHR PAM – TRH receptor (human) allosteric enhancement; actives 0.66% (n = 360,000); AID 493056; enhancement, % at 2 µM; P34981; TRHR cells, fluo-8 calcium fluorescence, EC20 TRH enhancement; in the data active = enhancement above about 30%; note: 0% is about no effect
# Target sequence (P34981 whole entry, looked up): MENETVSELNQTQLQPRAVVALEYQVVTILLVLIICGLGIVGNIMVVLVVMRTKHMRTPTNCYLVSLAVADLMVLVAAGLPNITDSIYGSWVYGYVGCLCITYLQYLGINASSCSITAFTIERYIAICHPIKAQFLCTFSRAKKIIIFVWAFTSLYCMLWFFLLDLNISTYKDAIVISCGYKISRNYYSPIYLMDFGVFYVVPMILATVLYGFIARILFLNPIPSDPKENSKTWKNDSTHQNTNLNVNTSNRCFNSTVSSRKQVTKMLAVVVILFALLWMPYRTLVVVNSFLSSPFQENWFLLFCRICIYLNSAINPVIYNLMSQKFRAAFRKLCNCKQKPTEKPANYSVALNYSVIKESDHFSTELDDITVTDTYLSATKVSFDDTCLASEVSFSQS
#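 Enhancer read-out: after compound pinning and an initial kinetic agonist-mode read, an EC20 of TRH (10 nM final) was injected and fluo-8 calcium signal (Ex 480/Em 530) followed at 1 s/cycle for 100 cycles in TRHR-expressing cells.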
# mIDH1 inhibitor – blocks human mutant IDH1 R132H enzyme; O75874; IDH1-R132H enzyme, NADPH consumption, diaphorase/resazurin fluorescence; Potency, µM (doses to about 76.6 µM), inactives show at the top dose activity change, negative = inhibition, most hits filed as inhibitors; actives 0.093% (n = 390,000); AID 602179; note: potency is the fitted concentration of half-maximal effect; % is set by controls: 0 for no effect and ±100 for the full control effect; nearly all actives have a fitted effect of over 65% in size
# Target sequence (O75874 whole entry R132H, stated change not applied): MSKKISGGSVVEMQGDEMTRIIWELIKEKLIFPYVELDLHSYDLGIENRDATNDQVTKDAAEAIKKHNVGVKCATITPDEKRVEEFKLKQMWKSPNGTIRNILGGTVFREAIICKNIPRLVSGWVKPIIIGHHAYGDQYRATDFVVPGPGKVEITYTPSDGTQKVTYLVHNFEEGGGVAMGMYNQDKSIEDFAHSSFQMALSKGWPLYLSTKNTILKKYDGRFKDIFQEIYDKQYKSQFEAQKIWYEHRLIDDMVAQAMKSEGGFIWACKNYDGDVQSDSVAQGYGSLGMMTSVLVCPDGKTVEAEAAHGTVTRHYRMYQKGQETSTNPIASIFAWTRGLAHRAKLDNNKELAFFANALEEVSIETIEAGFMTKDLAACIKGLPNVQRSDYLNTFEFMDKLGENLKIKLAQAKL
#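 IDH1-R132H (0.5 ug/mL) preincubated 30 min with compound, then NADPH (0.016 mM) and alpha-KG (2 mM) added; 80 min at RT, pH 7.5. Remaining NADPH coupled via diaphorase/resazurin to fluorescence (540/590 nm); concentration-response curves normalized to no-enzyme control.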
# D2 agonist – D2 dopamine receptor (human) agonism. HEK293 T-REx D2 cells, calcium flux agonist mode. P14416. activation, % at 2 µM. actives 0.53% (n = 340,000);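 active = activation over 3 SD above normal in the single-dose calcium agonist read, cut at about 30% in these data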; note: 0% is about no effect
#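 Agonism is scored from calcium flux in a force-coupled, inducible HEK293 cell line expressing D2, read kinetically for 180 s after compound addition against dopamine controls.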
# USP1-UAF1 inh – inhibitors of human USP1/UAF1 deubiquitinase | O94782 | recombinant USP1/UAF1, Ub-Rhodamine cleavage fluorescence | Potency, µM (highest dose often 57.1 µM), for inactives: at the highest dose activity change, negative = inhibition, most hits filed as inhibitors | actives 0.23% (n = 390,000); note: potency is the fitted concentration of half-maximal effect; % is set by controls: 0 for no effect and ±100 for the full control effect; nearly all actives have a fitted effect of over 60% in size; inactives centre near -12
#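 USP1/UAF1 complex at 1 nM was preincubated with compound for 15 min at room temperature, then Ub-Rho substrate (150nM final) was added. Fluorescence (480/540 nm) was read kinetically, 6 reads every 60 seconds.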
# rTrxR1 inhibitor – rat TrxR1 inhibition; O89049; recombinant rTrxR1, NADPH fluorescence consumption, selenite substrate; Potency, µM (doses to about 114 µM), for inactives: at the top dose activity change, negative = inhibition, hits mostly inhibitors; actives 1% (n = 390,000); AID 588453; note: potency is the fitted concentration of half-maximal effect; % is set by controls: 0 for no effect and ±100 for the full control effect; nearly all actives have a fitted effect of over 65% in size
#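 Rat TrxR1 (90 nM in the dispensed reagent) was pre-reduced with 400 uM NADPH for 5 min at room temperature, then incubated with compound for 15 min. After 400 uM selenite was added, NADPH fluorescence (Ex 340/Em 450 nm) was followed for 8 min.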
# D2 antagonist – antagonists of human D2 dopamine receptor; P14416; HEK293 TREx D2 cells, calcium flux, dopamine EC80; inhibition, % at 10 µM; actives 2% (n = 340,000); AID 485344; in the data active = inhibition above about 30%; note: 0% is about no effect
#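 Measurement of antagonist activity uses fluorescent calcium dye in inducible HEK293 T-REx D2 cells: 10 s baseline, compound addition with 180 s read, EC80 dopamine addition with a further 180 s read.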
# Pin1 inh – human Pin1 inhibition | Q13526 | Pin1 FP peptide displacement, HiFluor488, 10 min | Potency, µM (doses to about 115 µM), for the others: at the highest dose activity, negative = inhibition, actives largely listed as inhibitors | actives 0.009% (n = 390,000) | AID 504891; active = well fitted inhibition curve with a large enough effect in the polarisation, with a control signal flat, not every such curve was filed as active; inconclusive = small, poorly fitted or top-dose-only effect, or effect the other way, or a change in a side signal; inactive = no such curve, though single readings can be large or run the other way; the % refers to the polarisation; note: potency is the fitted concentration of half-maximal effect; % is set by controls: 0 for no effect and ±100 for the full control effect
# Target sequence (Q13526 whole entry, looked up): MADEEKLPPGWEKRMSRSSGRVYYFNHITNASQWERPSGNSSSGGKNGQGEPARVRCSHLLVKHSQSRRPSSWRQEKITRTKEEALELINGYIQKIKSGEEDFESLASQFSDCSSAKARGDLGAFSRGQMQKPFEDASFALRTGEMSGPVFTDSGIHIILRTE
# TrxR1 substrate – is turned over as a substrate by rat TrxR1; O89049; purified TrxR1 substrate turnover, NADPH consumption readout; Potency, µM (series often up to 114 µM), without a hit: at the highest dose activity change, negative = substrate turnover; actives 0.01% (n = 390,000); AID 588456; note: potency is the fitted concentration of half-maximal effect; % is set by controls: 0 for no effect and ±100 for the full control effect; nearly all actives have a fitted effect of over 50% in size
#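 Rat TrxR1, dispensed at 90 nM, was prereduced with 400 uM NADPH (final) for 5 min at ~22 deg C, then incubated with compound 15 min before 400 uM selenite. A first-read NADPH fluorescence drop versus no-compound background flagged substrates.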
# TRHR agonist – TRH receptor (human) agonism | TRHR cells, calcium flux fluo-8, FDSS agonist mode | activation, % at 2 µM | actives 0.18% (n = 360,000); in the data active = activation above about 30%; note: 0% is about no effect
#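 In this calcium-flux screen, cells bearing human TRHR are dye-loaded with fluo-8, baselined for 10 cycles, then exposed to library compounds; positive kinetic calcium responses during the agonist phase mark hits, with TRH as control.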
# An asterisk follows results filed as active; ? = inconclusive; nt = not tested or not shown; [ ] = another dose, or the depositor's remark. Unless noted, calls come from the whole dose curve; as a rule, active = well fitted inhibition curve with a large enough effect; inconclusive = small, poorly fitted or top-dose-only effect; inactive = no such curve, though single readings can be large or run the other way. Not all compounds are listed, so the mix of outcomes need not match the whole.
# Order of results – D2 antagonist	USP1-UAF1 inh	rTrxR1 inhibitor	TrxR1 substrate	Pin1 inh	D2 agonist	TRHR agonist	TRHR PAM	mIDH1 inhibitor
> CCCOc1ccc(NC(=O)Cc2ccc(S(=O)(=O)N3CCOCC3)s2)cc1OCCC
  3	-10%	2%	-13%	45%[activator]	-2.3	-1.3	0	8%
> C=CCOC(=O)/C(=C\c1ccccc1)NC(=O)c1ccco1
  9	-18%	13%	6%	0%	0.7	0.1	7	-1%
> O=C(c1cccs1)n1cc(C(=S)N2CCOCC2)c2ccccc21
  15	-29%	9%	-3%	?	0.3	-0.3	0	-4%
> Cc1cnc(C(=O)OCC(=O)N2CCN(C(=O)c3ccco3)CC2)cn1
  -10	-9%	-9%	-8%	-13%	1.7	0.7	6	3%
> NC(=O)c1ccc(C2SCC(=O)N2CCc2ccccc2)cc1 (stereo not drawn)
  -4	-11%	-1%	-6%	0%	0.3	0.4	3	-2%
> COc1ccc(OC)c(NC(=O)C2COc3ccccc3O2)c1 (stereo not drawn)
  1	-11%	28%[57.1 µM]	14%[57.1 µM]	-5%	-0.2	-0.4	-2	0%
> CCn1c(SCC(=O)c2cc(OC)ccc2OC)nnc1-c1ccncc1
  nt	-6%	6%	11%	2%	nt	nt	nt	0%
> Cc1oc2cc3oc(=O)c(CCC(=O)NCCCN4CCOCC4)c(C)c3cc2c1C
  -8	-20%	2%	10%	2%	1.0	-0.8	-2	-5%
> O=c1onc(-c2ccccc2)c2ccccc12
  nt	-20%	23%	4%	-2%	nt	nt	nt	4%
> O=c1cc(-c2ccccc2)nc(SCc2nc(-c3ccc(C(F)(F)F)cc3)no2)[nH]1
  nt	-26%	16%	2%	-1%	-0.1	-1.0	-4	-3%
> O=C(CSc1nc2ncc(Cl)cc2[nH]1)N1CCOCC1
  nt	-9%	21%	1%	-3%	nt	nt	nt	4%
> Cc1ccc(C(C)C)c(OCCCCN2CCNCC2)c1
  -14	-19%	9%	-1%	-2%	-0.4	0.7	3	4%
> COc1ccccc1CNC(=O)C1CCCN(S(=O)(=O)c2ccc3c(c2)CC(C)N3C(C)=O)C1 (stereo not drawn)
  -7	-3%	17%	0%	-1%	0.2	-0.8	1	4%
> CCc1noc(C)c1C(=O)OCC(=O)Nc1nc(-c2ccc(F)c(F)c2)cs1
  10	-7%	-5%	-5%	7%	1.9	1.3	-14	-5%
> CC(C)Cn1c(N)c(C(=O)COC(=O)c2cc(C(F)(F)F)nc3c(C(F)(F)F)cccc23)c(=O)n(C)c1=O
  6	nt	nt	nt	nt	-0.1	0.7	2	nt
> CCCCCCn1c(N)c(C#N)c2ccc([N+](=O)[O-])cc2c1=O
  3	-14%	18%	0%	7%	0.7	1.3	1	5%
> CCC1CCc2sc(C(=O)NCc3ccccn3)cc2C1 (stereo not drawn)
  -17	-25%	28%	9%	-6%	-1.7	-0.6	17	0%
> COc1cccc(C(=O)C2CCCN(Cc3cccc(OCCO)c3)C2)c1 (stereo not drawn)
  -19	5%	8%	-3%	-3%	-0.2	0.2	14	14%
> Cc1nn(Cc2ccccc2)c(C)c1NC(=O)c1cc(-c2ccco2)on1
  -11	-15%	?	15%	10%	0.4	0.3	-3	4%
> Cc1cc(C)cc(NC(=O)C(Nc2ccccc2)c2ccccc2)c1 (stereo not drawn)
  4	-20%	19%	1%	?	-1.5	-0.8	0	5%
> COc1ccccc1N(C)S(=O)(=O)c1ccc(C(=O)OCC(N)=O)cc1
  -4	-12%	14%[57.1 µM]	-24%[57.1 µM]	-1%	4.0	0.9	1	6%
> Cc1ccc(NC(=O)c2ccc3c(c2)OCO3)cc1Cl
  -3	-10%	1%	-10%	-6%	0.1	0.4	8	13%
> CCOc1ccc2c(c1)c(N=NC(N)=S)c(O)n2C
  2	-7%	10%	-3%	0%	-0.9	-1.4	4	-2%
> Cc1cc(Br)ccc1NC(=O)CN1C(=O)C2C3CC(c4ccccc4)C(C3)C2C1=O (stereo not drawn)
  3	-20%	0%	-5%	8%	0.3	1.5	-5	0%
> CC1OC23CCCCC2C(C#N)(C(=N)O3)C1(C#N)C#N (stereo not drawn)
  2	-17%	-12%	24%	?	-0.3	0.6	3	-5%
> CCOC(=O)c1c(S(=O)(=O)NCC(=O)Nc2ccc(Cl)c(C(F)(F)F)c2)c(C)n(C)c1C
  nt	-33%	6%[57.1 µM]	-5%[57.1 µM]	?	1.0	0.2	-6	1%
> COc1ccc(N2C(=O)CC(N3CCC(O)(c4ccc(Cl)cc4)CC3)C2=O)cc1 (stereo not drawn)
  14	-7%	2%	8%[57.1 µM]	0%	0.2	0.2	-2	7%
> O=C(Nc1ccc(S(=O)(=O)Nc2ncccn2)cc1)C1=NN(c2ccccc2)C(=O)CC1
  8	-8%	-6%	4%	-7%	0.8	0.8	-4	14%
> O=C(CN1C(=O)NC2(CCCC2)C1=O)Nc1ccccc1-c1ccccc1
  -10	-21%	16%	3%	-5%	0.1	-0.3	-1	7%
> Cc1ccc(CCNC(=O)C2CCN(S(=O)(=O)c3cccc4cccnc34)CC2)cc1
  -9	-26%	14%	0%	4%	-0.9	-1.1	-9	6%
> Cc1c(C(=O)Nc2nnc(C3CC3)s2)oc2c(Cl)cccc12
  3	-22%	0%	-5%	21%	-0.9	-1.2	11	11%
> CCOC(=O)C1=C(O)C(=O)N(Cc2ccccc2)C1
  6	-17%	-13%	-13%	?	-2.2	-0.4	-1	-3%
> COc1ccc(NC(=S)NCC(c2cccnc2)N2CCOCC2)cc1 (stereo not drawn)
  10	-26%	-3%	0%	-3%	0.4	-0.1	-3	1%
> COCCCNC(=S)NNC(=O)Cn1nc(C)c(Br)c1C
  -7	4%	-16%	-9%	-18%	0.9	0.0	5	3%
> CCC(OC(=O)c1nsc(Cl)c1Cl)C(=O)NCCc1ccccc1 (stereo not drawn)
  -7	?	21%	10%	-10%	-1.0	-0.7	7	-2%
> CCCCn1c(N)c(N(CCOC)C(=O)COC(=O)C(C)(C)Oc2ccc(Cl)cc2)c(=O)[nH]c1=O
  26	-9%	4%	-2%	-1%	-0.4	0.2	1	1%
> CC(C)OP(=O)(OC(C)C)C1(NS(=O)(=O)c2ccc(Cl)cc2)C=C(Cl)C(=O)C(Cl)=C1
  0	-19%	24%	7%	11%	-0.8	-0.6	1	-25%
> C[C@H](NC(=O)c1ccco1)C(=O)Nc1nc(-c2ccccn2)cs1
  nt	-6%	6%[11.4 µM]	5%[11.4 µM]	-5%	nt	nt	nt	2%
> CCc1ccc(N(CC(=O)NC2CCCCC2)C(=O)CCC(=O)Nc2ccccn2)cc1
  1	-12%	2%[57.1 µM]	10%[0.0914 µM]	1%	-1.7	0.2	1	8%
> O=S(=O)(NCc1ccc(Cl)cc1)c1ccc(Cl)nc1
  8	-13%	4%	1%	0%	0.4	-0.6	12	0%
> O=C(CSc1nnc2n1CCCN2)c1ccccc1
  -5	-5%	-2%	-4%	1%	-1.0	-0.4	0	-4%
> O=C1C2C(C(=O)N1Cc1cccnc1)C1C=CC2C12CC2 (stereo not drawn)
  -1	-18%	-12%	-8%	0%	-1.6	-1.0	18	6%
> CCOC(=O)c1cc(-c2ccccc2)nn1CC1CC(c2ccc(Cl)cc2)=NO1 (stereo not drawn)
  nt	-29%	7%	-6%	-4%	nt	nt	nt	18%
> COc1ccccc1-c1nc2c(c(SCC(=O)Nc3c(C)cc(C)cc3C)n1)Cc1c(CO)cnc(C)c1O2
  nt	8%	22%	-4%	0%	-0.4	-1.0	-20	-18%
> CCOc1cc(/C=N/N=C2/NC(=O)C(CC(=O)O)S2)ccc1OCc1ccc(Cl)cc1Cl (stereo not drawn)
  nt	-10%	28%[57.1 µM]	7%[57.1 µM]	nt	nt	-0.1	-2	-1%

# An excerpt from above in order of SMILES length, low to high:
# Order of results – D2 antagonist	USP1-UAF1 inh	rTrxR1 inhibitor	TrxR1 substrate	Pin1 inh	D2 agonist	TRHR agonist	TRHR PAM	mIDH1 inhibitor
> COCCCNC(=S)NNC(=O)Cn1nc(C)c(Br)c1C
  -7	4%	-16%	-9%	-18%	0.9	0.0	5	3%
> O=S(=O)(NCc1ccc(Cl)cc1)c1ccc(Cl)nc1
  8	-13%	4%	1%	0%	0.4	-0.6	12	0%
> O=C1C2C(C(=O)N1Cc1cccnc1)C1C=CC2C12CC2 (stereo not drawn)
  -1	-18%	-12%	-8%	0%	-1.6	-1.0	18	6%
> COc1ccc(NC(=S)NCC(c2cccnc2)N2CCOCC2)cc1 (stereo not drawn)
  10	-26%	-3%	0%	-3%	0.4	-0.1	-3	1%
> Cc1c(C(=O)Nc2nnc(C3CC3)s2)oc2c(Cl)cccc12
  3	-22%	0%	-5%	21%	-0.9	-1.2	11	11%
> C[C@H](NC(=O)c1ccco1)C(=O)Nc1nc(-c2ccccn2)cs1
  nt	-6%	6%[11.4 µM]	5%[11.4 µM]	-5%	nt	nt	nt	2%
> CCc1ccc(N(CC(=O)NC2CCCCC2)C(=O)CCC(=O)Nc2ccccn2)cc1
  1	-12%	2%[57.1 µM]	10%[0.0914 µM]	1%	-1.7	0.2	1	8%
> CCOc1cc(/C=N/N=C2/NC(=O)C(CC(=O)O)S2)ccc1OCc1ccc(Cl)cc1Cl (stereo not drawn)
  nt	-10%	28%[57.1 µM]	7%[57.1 µM]	nt	nt	-0.1	-2	-1%
> CCCCn1c(N)c(N(CCOC)C(=O)COC(=O)C(C)(C)Oc2ccc(Cl)cc2)c(=O)[nH]c1=O
  26	-9%	4%	-2%	-1%	-0.4	0.2	1	1%

# Assay outcomes: PubChem, National Center for Advancing Translational Sciences (NCATS)
